Screening results from PubChem BioAssay.
KB-V1 MDR tox: KB-V1 MDR subline cytotoxicity | AID 1347076 | Potency, µM (doses to about 46.1 µM), for inactives: at the highest dose activity change, negative = cytotoxicity, actives largely listed as cytotoxic | hit rate 3.4% among 400,000 | KB-V1 MDR cells viability, CellTiter-Glo, 72 h; note: potency is the fitted concentration of half-maximal effect; % is set by controls: 0 for no effect and ±100 for the full control effect; nearly all actives have a fitted effect of over 60% in size
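KB-V1 cells (P-gp-expressing MDR subline of KB-3-1) in phenol-red-free DMEM with 10% FBS were exposed to library compounds over a concentration series for 72 h at 37 degrees C. Viability read by CellTiter-Glo luminescence; concentration-effect curves fitted after normalization.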
IL1B secr inh: inflammasome signaling inhibition, IL-1 beta readout | THP-1 LPS/ATP IL-1B secretion, AlphaLISA, 16 h; hits give low values | hit rate 4.7% among 360,000 | activity change, % at 57.5 µM | AID 743279; in the data active = activity change below about -50%; inconclusive = mostly about -30% to -49%; note: % is set by controls: 0 for no effect and ±100 for the full control effect
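THP-1 cells pretreated 1 hr with compounds (up to 57.5 uM final), then stimulated with LPS (250 ng/mL final) plus ATP (1.25 mM final); secreted IL-1B measured by AlphaLISA after 16 hr, decreased signal indicating inhibition.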
HT1080-NT tox: kills 2HG-producing HT-1080-NT fibrosarcoma cells; HT-1080-NT fibrosarcoma viability, CellTiter-Glo ATP luminescence, 48 h; Potency, µM (highest dose often 46.1 µM), inactives show at the top dose activity, negative = less viability, usual class: cytotoxic; hit rate 1.6% among 360,000; AID 686970;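 note: NT is the 2HG producing partner of a matched IDH1 knockdown line; potency is the fitted concentration of half-maximal effect; 0% = DMSO-treated cells and -100% = media-only wells without cells; nearly all actives have a fitted effect of over 55% in size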
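Compounds were tested in concentration-response format on HT-1080-NT cells for 48 hours at 37 degrees C. Cell viability came from CellTiter-Glo luminescence; curves were classified by r2, response magnitude and activity.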
S2 tox: reduces viability in counter-screen for ATXN expression inhibitors. S2 cells (HEK-293 line with an ATXN2-luciferase reporter) viability, CellTiter-Fluor protease fluorescence, 24 h. Potency, µM (top dose mostly 56.7 µM), actives largely listed as cytotoxic. hit rate 0.49% among 400,000. AID 651635; note: potency is the fitted concentration of half-maximal effect; nearly all actives have a fitted effect of over 40% in size
MCF10A rerep: inducers of DNA re-replication in MCF 10A breast cells | MCF 10A DNA re-replication, Hoechst nuclear intensity, 48 h | Potency, µM (highest dose often 46.1 µM), inactives show at the top dose activity, positive = re-replication, most hits filed as activators | hit rate 2.9% among 350,000 | AID 624296; note: potency is the fitted concentration of half-maximal effect; % of control where 0% means no effect; nearly all actives have a fitted effect of over 50% in size
HT1080 IDH1KD tx: HT-1080 IDH1 knockdown cell toxicity (counter line) | hit rate 2% among 360,000 | Potency, µM (top dose mostly 46.1 µM), inactives show at the top dose activity, negative = toxicity, actives largely listed as cytotoxic | HT-1080 IDH1 knockdown viability, ATP luminescence, 48 h;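 note: potency is the fitted concentration of half-maximal effect; 0% = DMSO wells and -100% = cell-free medium wells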
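Cytotoxicity counter-line: IDH1KD HT-1080, 48 h, CellTiter-Glo. Curves classed by r2, magnitude and activity.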
KB-3-1 tox: kills parental KB-3-1 adenocarcinoma cells | hit rate 1.4% among 400,000 | KB-3-1 viability, CellTiter-Glo ATP luminescence, 72 h | Potency, µM (top dose mostly 46.1 µM), for the others: at the top dose activity change, negative = cytotoxic, hits mostly cytotoxic; note: potency is the fitted concentration of half-maximal effect; % is set by controls: 0 for no effect and ±100 for the full control effect; nearly all actives have a fitted effect of over 60% in size
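Cytotoxicity in the drug-sensitive parental line KB-3-1 was scored as loss of CellTiter-Glo luminescence following 72 h incubation with compound. Values come from curve fitting of normalized concentration-response data.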
ATXN2 expr inh: inhibitors of ATXN2 expression | HEK-293 ATXN2-luciferase reporter, luminescence, 24 h | Potency, µM (series often up to 57 µM), for inactives: at the highest dose activity change, negative = inhibition, most hits filed as inhibitors | hit rate 0.72% among 360,000 | AID 1745845; note: potency is the fitted concentration of half-maximal effect; % is set by controls: 0 for no effect and ±100 for the full control effect; nearly all actives have a fitted effect of over 55% in size
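ATXN2-luciferase reporter cells (luciferase flanked by upstream and downstream ATXN2 gene portions) were treated 24 h at 37 °C with compounds at up to 57 uM. SteadyGlo luminescence gave expression; GF-AFC fluorescence gave viability.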
SW480 rerep: induces DNA re-replication in SW480 colon adenocarcinoma cells. SW480 DNA re-replication, Hoechst DNA content imaging, 48 h. Potency, µM (doses to about 46.1 µM), for the others: at the highest dose re-replication activation, actives largely listed as activators. hit rate 1.8% among 340,000; note: potency is the fitted concentration of half-maximal effect; % of control where 0% means no effect; nearly all actives have a fitted effect of over 55% in size
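Quantitative HTS format with DMSO vehicle controls; 48 hr drug incubation at 37 C, then 40 min Hoechst staining and scanning imager measurement at 405 nm excitation.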
* = called active by the depositor; i = inactive; ? = inconclusive; · = no result given; & = joins results of further samples; [ ] = dose if it differs, or a comment. Unless noted, calls come from the whole dose curve; as a rule, active = well fitted curve in the direction sought with a large enough effect; inconclusive = small, poorly fitted or top-dose-only effect, or another doubt; inactive = no such curve, though single readings can be large; an effect the other way counts as inactive or inconclusive.

Molecule	KB-V1 MDR tox	IL1B secr inh	HT1080-NT tox	S2 tox	MCF10A rerep	HT1080 IDH1KD tx	KB-3-1 tox	ATXN2 expr inh	SW480 rerep
Cc1ccc(OCCC(=O)OCC(=O)NC2CCCC2)cc1	4%	-4	3%	i	3%	-19%	22%	-10%	0%
COc1ccccc1NS(=O)(=O)c1ccc(S(=O)(=O)N2CCOCC2)cc1	-20%	61	5%	i	-2%	8%	3%	12%	-3%
CCCCCN(C(=O)NC(=O)Nc1nncs1)S(C)(=O)=O	2%	20	0%	i	-7%	17%	7%	15%	-16%
COc1ccc(C2/C(=C(/O)c3ccccc3)C(=O)C(=O)N2C)cc1OC (centres undefined)	19%	6	9%	i	-5%	7%	4%	·	0%
CCNC(=S)NNC(=O)c1cc(-c2cccnc2)nc2ccccc12	?	-2	-5%	i	5%	-2%	-13%	0%	-19%
Cc1cc(C)nc(N2CCN(c3ccc(F)cc3)CC2)n1	0%	9	14%	i	?	13%	-10%	-9%	-34%[inhibitor]
Cc1ccc(S(=O)(=O)CCC(=O)c2ccc(O)cc2O)cc1	-14%	-8	-4%	i	18µM*	3%	?	22%	?
COc1ccc2[nH]cc(CCn3ccc(=O)c(C)c3C)c2c1	13%	20	11%	i	?	-1%	-4%	17%	10%[1.84 µM]
CCCNC(=O)c1ccc(C)c(NC(=O)C2=C(C)OCCS2)c1	28%	6	?	i	9%	18%	5%	-17%	1%
COC(CNC(=O)c1cccc(-n2c(=S)[nH]c3cc(Cl)ccc3c2=O)c1)OC	-3%	11	-15%	i	-2%	-8%	0%	-19%	1%

Full records, quoted from the list. Order of values: KB-V1 MDR tox | IL1B secr inh | HT1080-NT tox | S2 tox | MCF10A rerep | HT1080 IDH1KD tx | KB-3-1 tox | ATXN2 expr inh | SW480 rerep
COC(CNC(=O)c1cccc(-n2c(=S)[nH]c3cc(Cl)ccc3c2=O)c1)OC as listed: -3% | 11 | -15% | i | -2% | -8% | 0% | -19% | 1%
CCCCCN(C(=O)NC(=O)Nc1nncs1)S(C)(=O)=O as listed: 2% | 20 | 0% | i | -7% | 17% | 7% | 15% | -16%

Later entries
Molecule	KB-V1 MDR tox	IL1B secr inh	HT1080-NT tox	S2 tox	MCF10A rerep	HT1080 IDH1KD tx	KB-3-1 tox	ATXN2 expr inh	SW480 rerep
Clc1cccc(Nc2ncnc3c2cnn3-c2ccccc2)c1	0%	-11	-20%	?	?	-17%	0%	-24%	0%
CCCCCC/C=N/Nc1nnc(Cc2ccccc2)c(=O)[nH]1	21%	6	9%	i	-10%	14%	-11%	-16%	-1%
CCOc1ccc(NC(=O)CN2C(=O)S/C(=C/c3cccn3C)C2=O)cc1	-19%	11	-16%	i	12%	6%	4%	-31%	-5%
O=C(NCCc1ccccc1)c1ccccc1NC(=O)C1CCCO1 (centres undefined)	-13%	12	-1%	i	6%	4%	-3%	-13%	-4%
CC(C)(C)c1ccc(C(=O)Nc2ccc([N+](=O)[O-])cn2)cc1	12%	-5	20%	i	?	11%	3%	0%	-68%[inhibitor]
Cc1ncc([N+](=O)[O-])n1CC(=O)Nc1ccc(OC(F)(F)Cl)cc1	2%	48	9%	i	5%	5%	-4%	0%	-14%
O=C(O)CCCC(=O)N1CCc2cc(S(=O)(=O)NCc3ccccc3)ccc21	?	-5	-10%	i	19%	2%	0%&19%	2%	-10%
CC(OC(=O)c1cc2sccc2n1C)C(=O)NCC1CCCO1 (centres undefined)	10%	12	?	i	6%	-5%	-1%	4%	-2%
O=C(Nc1cc2c(cc1Br)OCCCO2)c1cccnc1	-23%	-4	21%	?	4%	16%	1%	16%	0%
O=C1c2[nH]nc(-c3ccccc3O)c2C(c2ccc(F)cc2)N1Cc1ccco1 (centres undefined)	6.5µM*	-20	?	?	?	?	?	-1%	?
Cc1nc(SCCO)c2oc3ccccc3c2n1	4%	-5	-2%	i	3%	13%[9.24 µM]	-8%	7%	-4%
O=C(Nc1nc2c(s1)CCCC2)c1ccc(S(=O)(=O)N2CCCc3ccccc32)cc1	2.6µM*	-1	-20%	i	?	-23%	5.8µM*	-24%	8%
CCOC(=O)C1CN(S(=O)(=O)c2ccc(OC)cc2)c2ccccc2O1 (centres undefined)	20%	45	-3%	i	0%	21%	13%	-20%	0%
CC1CN(Cc2ccc(Cl)cc2Cl)CC(C)O1 (centres undefined)	11%	45	15%	i	16%	0%	1%	17%	-4%
CCC(=O)N[C@@H]1CC[C@@H](CCNC(=O)Nc2ccc(F)cc2)O[C@@H]1CO	7%	40	24%	·	·	27%	5%	·	·
COc1ccc(Cl)cc1NC(=O)NCc1cccnc1	0%	-16	8%	i	9%	8%	-3%	-6%	4%
CCOC(=O)C1CCCN(CC(=O)Nc2c(C(=O)OC)[nH]c3ccc(Cl)cc23)C1 (centres undefined)	-12%	16	-3%	i	13%	-5%	14%	-1%	4%
Cc1ccc(CCC(=O)Nc2ncc(Cc3cc(Cl)ccc3Cl)s2)o1	?	-26	1.2µM*	?	1.2µM*	1.2µM*	1.2µM*	?	1.6µM*
Cc1ccc(Cn2c3ccccc3c3cn[nH]c(=O)c32)cc1	-13%	34	-7%	i	4%	-6%	-4%	-3%	1%
C/C(=N\NC(=O)CSc1nc(C)cc(C)n1)c1ccc([N+](=O)[O-])cc1	-16%	41	-5%	i	6%	-2%	-1%	-8%	-2%
Cc1cc(C)cc(OC(=O)CN2C(=O)c3ccccc3C2=O)c1	3%	-4	12%	i	2%	0%	-2%	4%	-5%
CN(Cc1ccccc1)C(=C(Cl)Cl)C(=C1NCCN1)[N+](=O)[O-]	?	6	6%	i	15%	9%	1%	-28%	-2%
Cc1cc(C(=O)Nc2ccc(S(=O)(=O)Nc3onc(C)c3C)cc2)cs1	3%	0	7%	i	-1%	0%	9%	-4%	1%
Cc1nnc(SCC(=O)N2CCc3ccccc3C2)s1	22%	17	25%	?	2%	22%	18%	-29%	-2%
Cc1ccc2nnnc(-c3ccccc3)c2c1	1%	6	6%	i	?	3%	-20%	1%	?
CCn1c(COc2cc(C)ccc2C(C)C)nnc1SCC(=O)Nc1nccs1	1%	-11	-1%	i	?	-1%	1%	·	-21%
COc1cc(NC(=O)C2CSC3(C)CCC(=O)N23)c(OC)cc1Cl (centres undefined)	?	-1	3%	i	11%	5%	-3%	-2%	-4%
COc1cc2c(cc1OC)CN(C(=O)C1CCCN1S(=O)(=O)c1ccc(C)cc1)CC2 (centres undefined)	-29%	-17	-1%	i	-3%	1%	-8%	-4%	-5%
COc1ccc(CN(CC(=O)NC2CCCC2)C(=O)c2onc(C(N)=O)c2N)cc1	20%	19	0%	i	4%	0%	5%	5%	9%
Cc1ccc(-c2ccc(/C=N/N=C3/NC(=O)C(CC(=O)O)S3)o2)c([N+](=O)[O-])c1 (centres undefined)	?	4	1%	i	256%[0.0737 µM]	-7%	15%	-5%	-19%
O=C(NCCc1ccc(O)cc1)c1[nH]c(C(F)(F)F)nc1-c1ccccc1	10%	13	1%	i	·	11%	0%	9%	·
Cc1onc(-c2c(Cl)cccc2Cl)c1C(=O)NCCc1ccncc1	·	7	-7%	i	-1%	8%	·	2%	-3%
C=CCOC(=O)C1=C[C@@H](c2coc3ccccc3c2=O)[C@H](CCCO)[C@@H](OCC)O1	-15%	-22	1%	i	-2%	5%	0%	-9%	-11%
CC(C)CNS(=O)(=O)c1ccc(CCC(=O)N2CCN(Cc3ccccc3)CC2)cc1	-29%	-18	-7%	i	0%	-2%	-12%	-1%	-2%
COc1ccc(-c2nnc(NC(=O)Cc3ccccc3)s2)c(OC)c1	-1%	15	16%	i	-1%	17%	2%	·	13%
Cc1ccc(NC(=O)c2cccc(S(=O)(=O)N3CCN(c4ccccc4)CC3)c2)nc1	?	-29	-20%	i	10%	-23%	?	-4%	-113%[inhibitor]
Cc1ccccc1C(=O)N1CC(=O)Nc2ccc(Cl)cc2C1c1ccccc1 (centres undefined)	3%	·	·	?	·	·	-2%	-19%	·
CC1=CC(C/C(C)=C/COc2ccc3ccc(=O)oc3c2)OC1=O (centres undefined)	-19%	16	11%	i	-3%	-3%	1%	12%	-3%
CCN1CCN(C(=O)CN(C)S(=O)(=O)c2ccc(OC)c(C)c2)CC1	?	40	0%	i	-4%	-6%	3%	3%	-3%
Cc1cccc(NS(=O)(=O)c2cccc(C(=O)NCC(c3ccc(F)cc3)N3CCOCC3)c2)c1 (centres undefined)	21µM*	-15	0%	i	11%	-7%	?	-18%	1%
Cc1cccc(NS(=O)(=O)c2ccc3c(c2)oc(=O)n3C)c1C	2%	-11	-1%	i	2%	-5%	-19%	-8%	3%
Cc1ccc(CSc2ncnc3c2cnn3Cc2ccccc2)cc1C	-14%	-2	-18%	i	-191%[0.0737 µM]	-7%	-23%	-13%	?
CCCN(C(=O)c1cc2c(=O)[nH]c3ccc(C)cc3c2s1)c1ccc(CC)cc1	2%	·	·	i	·	·	7%	10%	·
COc1ccc(C2CC(c3ccncc3)=NN2c2ccc(S(N)(=O)=O)cc2)cc1 (centres undefined)	8%	-2	?	·	2.9µM*	?	0%	78%[activator]	18µM*
Cc1cccc(C)c1OCC(O)CN1CCN(c2ccccn2)CC1 (centres undefined)	2%	16	10%	i	-1%	9%	1%	-5%	-3%
Nc1c(C(=O)O)sc2nc(-c3ccccc3)c3c(c12)CCCC3	6%	4	-4%	i	14%	0%	2%	·	4%
COC(=O)c1c(C)oc2ccc(OC(=O)N3CCOCC3)cc12	-18%	1	1%	i	-5%	10%	-1%	-2%	-2%

Random draw from the library. Share with any hit: about 11%.
